RBX1-CUL1 inh = human ROC1-CUL1 E3 ligase inhibition | hit rate 0.6% among 140,000 | inhibition, % at 10 µM | in vitro K48 di-Ub FRET, acceptor:donor ratio, 45 min; in the data active means inhibition above about 25%
Target sequence (P62877 whole entry, looked up): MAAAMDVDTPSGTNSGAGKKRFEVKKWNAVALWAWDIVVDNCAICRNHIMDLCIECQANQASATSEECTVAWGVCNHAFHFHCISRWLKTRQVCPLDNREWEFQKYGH
Target sequence (Q13616 whole entry, looked up): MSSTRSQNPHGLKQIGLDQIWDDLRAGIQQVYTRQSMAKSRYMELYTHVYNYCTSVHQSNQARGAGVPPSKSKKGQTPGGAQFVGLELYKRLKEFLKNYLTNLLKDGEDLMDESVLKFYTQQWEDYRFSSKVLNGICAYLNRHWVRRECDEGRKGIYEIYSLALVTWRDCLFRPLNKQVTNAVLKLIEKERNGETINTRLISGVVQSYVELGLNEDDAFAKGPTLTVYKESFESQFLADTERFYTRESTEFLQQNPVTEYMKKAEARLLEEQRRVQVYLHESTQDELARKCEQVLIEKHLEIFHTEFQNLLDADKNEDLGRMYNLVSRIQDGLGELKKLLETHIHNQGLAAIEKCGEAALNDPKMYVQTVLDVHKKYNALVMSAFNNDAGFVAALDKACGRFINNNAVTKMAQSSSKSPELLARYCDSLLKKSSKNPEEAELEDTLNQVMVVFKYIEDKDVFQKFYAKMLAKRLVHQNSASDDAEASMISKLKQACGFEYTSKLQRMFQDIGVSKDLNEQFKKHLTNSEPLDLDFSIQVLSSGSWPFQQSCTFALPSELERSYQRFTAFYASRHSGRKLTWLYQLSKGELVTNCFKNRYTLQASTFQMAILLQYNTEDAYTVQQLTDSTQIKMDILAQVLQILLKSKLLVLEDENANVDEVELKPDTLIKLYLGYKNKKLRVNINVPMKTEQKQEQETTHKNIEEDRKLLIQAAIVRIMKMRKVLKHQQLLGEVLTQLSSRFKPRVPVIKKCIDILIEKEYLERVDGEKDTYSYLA
Active calls of the source: *. These rows are one share of the data (hit frequency here may not be typical).

RBX1-CUL1 inh,SMILES
-9,O=C(O)c1ccc(N2C(=O)c3cccc4c([N+](=O)[O-])ccc(c34)C2=O)cc1O
-2,COCCN(Cc1ccccn1)C(Cc1ccccc1)C1CCN(Cc2cc3ccccc3[nH]2)CC1 (stereo not given)
-7,O=C(Cc1c(Cl)cccc1Cl)N1CCN(c2ncccn2)CC1
-5,O=c1c2c3c(sc2nc(SCCc2ccccc2)n1C1CCCCC1)CCCC3
-6,COc1ccc(C2C(C(=O)c3ccccc3)C(=O)C(=O)N2c2ccc(C)c(Br)c2)c(OC)c1 (stereo not given)
2,O=C(COc1ccccc1)Nc1nnc(SCc2cc(=O)n3cc(Cl)ccc3n2)s1
-4,Cc1ccccc1Oc1cc(-n2ncc(Cl)c(Cl)c2=O)ncn1
5,CN1CCN(CC(=O)Nc2c3c(nc4c2CCC4)CCCC3)CC1
12,CCOc1c(Cl)cc(CNCc2ccccc2)cc1OC
-13,CCOc1ccc(NC(=O)NCCN2CCN(c3cccc(C)c3C)CC2)cc1
3,CCCN1C(=O)c2[nH]nc(-c3cccc(OC)c3)c2C1c1ccccn1 (stereo not given)
6,Cc1cc2c(cc1C)CN(c1ccc(C(=O)N/N=C/c3ccc4c(c3)OCO4)cc1)C2

Pulled by compound from the list above, 2 records:
RBX1-CUL1 inh,SMILES
-2,COCCN(Cc1ccccn1)C(Cc1ccccc1)C1CCN(Cc2cc3ccccc3[nH]2)CC1 (stereo not given)
5,CN1CCN(CC(=O)Nc2c3c(nc4c2CCC4)CCCC3)CC1

(list continues)
RBX1-CUL1 inh,SMILES
-5,CCOC(=O)C1=C(C)N=c2s/c(=C\c3ccc(-c4ccc(OC)cc4[N+](=O)[O-])o3)c(=O)n2C1c1ccccc1Cl (stereo not given)
-9,CC1CN(C(=S)SCCN2C(=O)c3ccccc3C2=O)CC(C)O1 (stereo not given)
3,CCc1ccc(OCc2cccc(C(=O)N3N=C(C(F)F)CC3(O)C(F)F)c2)cc1 (stereo not given)
7,Cc1cccc(NC(=O)CSc2nc3n[nH]c(C)c3c(=N)n2-c2cccc(Cl)c2)c1
-5,COc1ccccc1C(=O)N(NC(=O)Oc1ccccc1)C(C)(C)C
-11,Cc1cccc(C)c1NC(=O)Cn1nnc(S(=O)(=O)c2ccccc2)c1N
8,O=C1NN(c2ccc(Cl)cc2)C(=O)/C1=C/c1ccc2c(c1)OCO2
10,COc1ccc(/C=C2\CSC/C(=C/c3ccc(OC)cc3)C2=O)cc1
-5,COc1ccc(OCc2nc(C(=O)NCc3cn(C)nc3C)co2)cc1
-10,C#CCN1C(=O)S/C(=C/c2cc(Br)c(OCc3cccc(F)c3)c(OC)c2)C1=O
14,CCOc1ccccc1CNC(=O)C1CCN(c2nnc(C)c3c(C)n(-c4ccc(C)cc4)nc23)CC1
0,C=CCNC(=O)Nc1ccc2oc(C)nc2c1

(listing goes on)
RBX1-CUL1 inh,SMILES
-1,COC(=O)c1c(NC(=O)CSc2ccccc2)sc2c1-c1ccccc1CC2
14,COc1ccccc1NC(=S)NC1CC1
-5,O=C(COc1ccc(Cl)cc1)NCCc1csc(-c2cccc(F)c2)n1
-4,CCOc1cc(C2c3c(n[nH]c3C(C)C)OC(=N)C2C#N)cc([N+](=O)[O-])c1O (stereo not given)
0,CCC(=O)N1CCc2cc(Br)cc(S(=O)(=O)N3CCCC(C(=O)Nc4ccc(CC)cc4)C3)c21 (stereo not given)
11,O=C(Nc1ccc(C(F)(F)F)cc1)c1cccc2c1-c1ccccc1C2=O
-9,O=C(O)C1CCC(C(=O)O)S1 (stereo not given)
-1,COc1ccc(F)c(CC2(CCC(=O)N3CCOc4ccc(Cl)cc4C3)CCC(=O)N2)c1 (stereo not given)
3,CCN(CC)CCNC(=O)Cn1ncc2c3ccccc3n(Cc3ccccc3C)c2c1=O
50*,Nc1ncc2c3c1c(=O)c1ccccc1n3CCC2
-4,O=C(Nc1ccc(Cl)c(Cl)c1)Sc1nc2ccccc2[nH]1
-4,Cc1ccccc1CCC1CCCN(C(=O)CCn2cccn2)C1 (stereo not given)

Further records.
RBX1-CUL1 inh,SMILES
5,CCOCCCn1c(=N)c(C(=O)NC(C)c2ccccc2)cc2c(=O)n3cc(C)ccc3nc21 (stereo not given)
7,Cn1nc(-c2ccccc2F)c2cc(C(=O)NCc3ccc(Cl)cc3)sc21
2,COc1ccc(CNc2n[nH]c(-c3ccco3)n2)cc1OC
-7,Cc1cccc(NC(=O)CSc2ncc3c(n2)-c2ccccc2N(Cc2ccc(F)cc2)S3(=O)=O)c1C
3,O=C(CSc1nc2c([nH]c3ccccc32)c(=O)n1-c1ccccc1)Nc1ccccc1C(F)(F)F
-4,O=C(Cn1c(=O)n(Cc2ccc(F)cc2)c(=O)c2sc3ccccc3c21)NCc1ccccc1Cl
-4,Cc1ccc(S(=O)(=O)N2CCC(C(=O)Nc3ccc(C)c(Cl)c3)CC2)cc1
6,CCS(=O)(=O)N1CC(=O)N(c2ccc(Cl)cc2)C(C)(C(=O)NC2CCCCCC2)C1 (stereo not given)
-3,O=C1/C(=C/c2ccc(O)cc2)CCCC1C(=O)C(F)(F)F (stereo not given)
7,Cc1cc(C(=O)N2CCN(Cc3cccc(F)c3)CC2)c(C)o1
1,CO[C@H]1OC(c2ccccc2O[C@@H]2O[C@H](CC(C)=O)[C@@H](OC(C)=O)[C@H](OC(C)=O)[C@H]2OC(C)=O)CC(=O)[C@@H]1O (stereo not given in full)
0,COc1ccccc1CN1CCNC(=O)C1CC(=O)N1CCCCCCC1 (stereo not given)

Structures shown so far containing a thiophene ring, fused or not:
RBX1-CUL1 inh,SMILES
-5,O=c1c2c3c(sc2nc(SCCc2ccccc2)n1C1CCCCC1)CCCC3
-1,COC(=O)c1c(NC(=O)CSc2ccccc2)sc2c1-c1ccccc1CC2
7,Cn1nc(-c2ccccc2F)c2cc(C(=O)NCc3ccc(Cl)cc3)sc21
-4,O=C(Cn1c(=O)n(Cc2ccc(F)cc2)c(=O)c2sc3ccccc3c21)NCc1ccccc1Cl

Going on with the list:
RBX1-CUL1 inh,SMILES
-8,O=C(Cc1ccccc1F)Nc1ccc2c(c1)CN(Cc1ccncc1)CC2
-11,Cc1cccc(C(=O)NC2(C(F)(F)F)C(=O)N=C3C2C(=O)NC(=O)N3c2ccccc2)c1 (stereo not given)
-6,Clc1ccc2c(c1)C=C(N1CCNCC1)c1ccccc1S2
-8,O=C(NNc1ncnc2sc3c(c12)CCCC3)c1cccc(Cl)c1
9,O=S(=O)(c1ccc(OC(F)(F)F)cc1)N1CCCC1
-9,COc1ccc(Cn2c(CCC(=O)Nc3ccc(C)cc3)nc3cccnc32)cc1
-7,c1ccc(N=C2C(=Nc3ccccc3)N(c3ccccc3)C(=Nc3ccccc3)N2c2ccccc2)cc1
-2,O=C(NCCC1=CCCCC1)c1ccc2c(c1)N(Cc1ccccc1F)C(=O)c1ccccc1S2(=O)=O
13,CC(C)OC(=O)c1ccc(Cl)c([N+](=O)[O-])c1
-1,CCOC(=O)N1CCN(C(=O)c2c(C)nn(-c3cccc(C)c3)c2-n2cccc2)CC1
3,N#CC(C(=O)c1ccc(I)cc1)c1nc2ccccc2[nH]1 (stereo not given)
-13,Cc1c(Cl)cccc1N1C(=N)C(C#N)C(c2cc(Br)cs2)C2=C1CCCC2=O (stereo not given)

Single entries from the entries so far:
`CCOC(=O)N1CCN(C(=O)c2c(C)nn(-c3cccc(C)c3)c2-n2cccc2)CC1` in RBX1-CUL1 inh = -1
`O=C(NNc1ncnc2sc3c(c12)CCCC3)c1cccc(Cl)c1` in RBX1-CUL1 inh = -8
`O=C(Cc1ccccc1F)Nc1ccc2c(c1)CN(Cc1ccncc1)CC2` in RBX1-CUL1 inh = -8

Next structures follow:
RBX1-CUL1 inh,SMILES
8,COc1cc(C(=O)NC2CCC(O)CC2)ccc1OC1CCN(C2CCCC2)CC1 (stereo not given)
-4,Oc1c(Cl)cccc1C=Nc1cc(C(F)(F)F)ccc1Oc1cc(Cl)ccc1Cl
3,CCN1CCCC1CNC(=O)CCC1CCN(C(=O)CCC2=NNC(=O)CC2)CC1 (stereo not given)
-3,CC1(C)CC(=O)CC(=NCC2c3ccccc3CCN2C(=O)Nc2ccc(Cl)c(Cl)c2)C1 (stereo not given)
-3,CCOc1ccc(NC(=O)CSc2nnc(COc3ccc(Cl)cc3)n2CC)cc1
5,COc1ccc(CNC(=O)Cn2cccc2C(=O)c2ccccc2C)cc1
5,Cc1cccc(CCNC(=O)CCc2c(C)nc3c(c(C)nn3-c3ccccc3)c2C)c1
0,Clc1ccc(-c2csc3ncnc(Oc4ccc5c(c4)OCO5)c23)cc1
-2,COc1ccc(CSc2nc3sc4c(c3c(=O)n2-c2ccccc2)CCC(C(C)(C)C)C4)cc1 (stereo not given)
-2,CCOC(=O)CC1=C(C(C)=O)C(=O)N=C(c2ccccc2)C1C(=O)OCC (stereo not given)
6,O=C(NNC(=O)c1ccccc1Br)c1ccc(Cl)cc1Cl
2,CC(C)=C1C(=O)NN(c2ccc(Cl)cc2)C1=O

Carrying on.
RBX1-CUL1 inh,SMILES
8,COc1ccc(NC(=O)c2csc3c2CCCCC3)cc1
8,CCN1CCN(CC(O)COC2CC(C)CCC2C(C)C)CC1 (stereo not given)
3,COc1ccc(-c2noc(CC(=O)Nc3ccc(F)cc3F)n2)cc1
4,O=C(Nc1ccc(S(=O)(=O)N2CCCC2)cc1)c1ccccc1Cl
11,Cc1ccccc1S(=O)(=O)Nc1ccc(Cl)c(NS(=O)(=O)c2ccccc2C)c1
-3,C/C(=N\NC(=O)C1=NNC(c2ccccc2)(c2ccccc2)C1)c1ccc(C(C)(C)C)cc1
-9,COc1cc(C2C3=C(CC(C)(C)CC3=O)N(c3ccccc3)C3=C2C(=O)CC(C)(C)C3)ccc1O
-6,CCOCC(=O)Nc1ccc(C(=O)Nc2ccc(C)cc2C)cc1
3,O=C(Oc1cccnc1)c1ccc2c(c1)OCO2
3,Cc1ccc2[nH]c3c(=O)n(CC(=O)N4CCCCC4)ncc3c2c1
4,Fc1ccc(Nc2ncc(CN3CCCC(Cn4ccnc4)C3)s2)c(F)c1 (stereo not given)
1,COc1ccc(-c2noc(C(C)n3nc(C)c([N+](=O)[O-])c3C)n2)cc1OC (stereo not given)

Reformatted with tabs: part of the list above
molecule	RBX1-CUL1 inh
O=C(Nc1ccc(S(=O)(=O)N2CCCC2)cc1)c1ccccc1Cl	4
CCOCC(=O)Nc1ccc(C(=O)Nc2ccc(C)cc2C)cc1	-6

Additional compounds
RBX1-CUL1 inh,SMILES
1,COc1cccc(CC(C2CCN(C(=O)c3cc(C)ccc3C)CC2)N(C)C(=O)c2ccn(C)n2)c1 (stereo not given)
2,COc1cccc(-c2nnc3c(Cl)c4[nH]nc(N)c4c(Cl)n23)c1OC
-5,Cn1ccnc1CN1CCc2onc(C(c3ccccc3)c3ccccc3)c2C1
-3,O=C(Nc1ccc(Cl)cc1C(=O)N1CCN(CCO)CC1)c1ccco1
-9,COc1cc(C2C(C(C)=O)C(C)=Nc3ncnn32)ccc1OCCc1ccccc1 (stereo not given)
-2,Cc1noc(/C=C/c2ccccc2F)c1S(=O)(=O)N1CCC(C(=O)Nc2ccc(C#N)cc2)CC1
-8,CC(C)(C)c1ccc(Cn2c(NC(=O)c3ccccc3)nc3ccccc32)cc1
5,COCc1nnc(NC(=O)Cc2ccc(Cl)cc2)s1
-8,CCCN1CCC(NC(=O)c2ccco2)CC1
1,CCOCC(=O)Nc1ccccc1OC
5,CCOc1cc(/C=N/O)cc(Br)c1Oc1ccc([N+](=O)[O-])cc1[N+](=O)[O-]
-6,COc1c(C)cccc1C(=O)Nc1ccc(N2CCN(C(=O)C(C)(C)C)CC2)cc1

Additional results.
RBX1-CUL1 inh,SMILES
1,O=C(Nc1ccc(S(=O)(=O)N2CCc3ccccc32)cc1)C1CC1
0,COc1c(Br)cc(Br)cc1C(=O)NC(=S)NNC(=O)c1ccncc1
-10,Brc1ccc2nc(-c3ccccc3)c(Nc3ccc4c(c3)OCO4)n2c1
1,Fc1ccc(COc2cccc(CNCc3ccncc3)c2)cc1
6,CCN(CC)CCNC(=O)c1[nH]c2ccccc2c1Sc1ccc(Cl)cc1
-7,Cc1ccc(NC(=O)CCc2c(C)nc3ncnn3c2C)cc1Cl
3,O=C(COc1cccc(Cl)c1)N/N=C/c1ccccc1C(F)(F)F
-2,O=C(NC1CCCCC1)c1ccc(Cl)c(NC(=O)c2ccco2)c1
-8,Cc1oc(-c2ccc(C(=O)NCc3ccccc3)cc2)nc1CS(=O)(=O)c1ccccc1
12,CC(C)N1CCNC(=O)C1CC(=O)N(C)Cc1ccc(C(F)(F)F)cc1 (stereo not given)
-2,O=C1/C(=C\c2ccccc2)N=C2SC=C(c3ccc(Br)cc3)N12
-12,O=C(NC1CCC1)C1CCC(=O)N(C2CCCC2)C1 (stereo not given)

(list continues)
RBX1-CUL1 inh,SMILES
-6,CCCCCCCC(=O)Oc1cccc(N2C(=O)c3cccc([N+](=O)[O-])c3C2=O)c1
-12,COc1ccc(NC(=O)c2sc3nc(-c4ccc(C)cc4)cc(-c4ccccc4)c3c2N)c(OC)c1
12,Cc1cc(C)c(C)c(OCC(=O)Nc2ccc(S(=O)(=O)Nc3nc(C)cc(C)n3)cc2)c1
11,Cc1cc(C(=O)N2CCCC(C(=O)c3ccc4ccccc4c3)C2)no1 (stereo not given)
-8,CC1(OCC#CCN2CCOCC2)COC(C)(OCC#CCN2CCOCC2)OC1 (stereo not given)
6,O=S(=O)(Cc1ccc(F)cc1)Nc1cccc(Cl)c1
-4,O=C1NC(=S)NC(=O)C1=Cc1cc(Br)ccc1OCc1ccc(C(=O)O)cc1
-2,O=C(c1ccc([N+](=O)[O-])c(Br)c1)N(c1ccccn1)c1ccccn1
-5,CCCn1nnnc1NC(=O)C(C)C
-1,O=C1/C(=C/c2cccc(O)c2)SC(=S)N1c1cccc(Br)c1
-6,Cc1cccc(CNC(=O)c2cccc(NC(=O)N3CCSc4ncccc43)c2)c1
4,CC(NC(=O)Nc1cc(C(F)(F)F)ccc1Cl)(C(F)(F)F)C(F)(F)F

(listing goes on)
RBX1-CUL1 inh,SMILES
-4,O=C(CSc1cccc2cccnc12)Nc1ccc(OC(F)(F)F)cc1
5,CC1CCCCN1S(=O)(=O)c1ccc(-n2cnnn2)cc1 (stereo not given)
-7,CCC(=O)N1CCc2cc(Br)cc(S(=O)(=O)N3CCN(c4ccccc4)CC3)c21
-5,CSc1nsc(SCC(=O)Nc2ccccn2)n1
-6,CC1=C(C(=O)Nc2ccccc2)C(c2ccccc2)C(C#N)C(SCc2cccc(C)c2)=N1 (stereo not given)
